# FN deposit inh: fibronectin deposition inhibition; AID 743247; 350,000 compounds, 0.086% hits; AH1F fibroblasts, Alexa488-fibronectin deposition fluorescence, overnight; inhibition, % at 12.6 µM;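 active means mean inhibition across replicates of 30% or more, regardless of how many single replicates reach that level; inconclusive means mean under 30% yet at least half of replicates reach 30%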;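 further: positive control wells lacked labelled fibronectin entirely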
#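 Material: AH1F fibroblasts assembling fluorescent fibronectin matrix; amount: 10000 AH1F cells/well; medium: DMEM, 2% serum; reagent: Alexa488-fibronectin, 24 nM final in well; dosing: single compound dose, delivered by pin transfer; incubation: 1 h adhesion, overnight exposure; detection: fluorescence after three HBSS washes, excitation 485 nm, emission 525 nm; measure: fibronectin deposition inhibition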
# LGR2 inh: inhibitors of bursicon-induced Drosophila LGR2 receptor cAMP signaling | AID 720647 | 380,000 compounds, 0.35% hits | HEK293 LGR2, CRE-luciferase, bursicon-stimulated, 4 h | inhibition, % at 9.99 µM;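 active means drop in luminescence signal, shown as inhibition above about 50% in the replicate tests, limit read from the data, passing the limit was not always enough; inconclusive means probably only some replicates passing the limit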;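 further: agonist challenge used bursicon conditioned medium at about half maximal strength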
# EWS-Fli inh: EWS/Fli transcriptional activity inhibition | A673 NR0B1-luciferase reporter, viability-normalised | inhibition, % at 12.6 µM | 350,000 compounds, 0.67% hits | AID 651661;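 active means mean inhibition of at least 50% after viability correction, with every replicate also passing that limit; inconclusive means mean reaches 50% but only one of two replicates passes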;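 further: firefly luciferase signal divided by Alamar Blue viability fluorescence both relative to DMSO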
# PGC1a acetyl inh: PGC1a acetylation modulation, inhibitor mode; U2OS PGC1a acetylation, AlphaScreen anti-acetyl-lysine; with virally co-expressed GCN5 acetyltransferase; inhibition, % at 15.6 µM; 350,000 compounds, 0.17% hits; AID 651687;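 active means every replicate shows inhibition of at least 40%; inconclusive means mean inhibition at least 40% but some replicate below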;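 further: 0% = neutral control wells and 100% = positive control wells; some results beyond the cut were filed as inactive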
# S100A4 inh HTS: inhibitors of human S100A4 binding to myosin IIA peptide; S100A4/TAMRA-MyoIIA peptide fluorescence polarization; inhibition, % at 10.7 µM; 360,000 compounds, 0.14% hits; AID 652163;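 active means mean inhibition of at least 70% across replicates, with every replicate also reaching that level; inconclusive means mean inhibition reaches 70% but some replicates fall short; inactive means mean inhibition below 70%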
# Target sequence (P26447 whole entry, looked up): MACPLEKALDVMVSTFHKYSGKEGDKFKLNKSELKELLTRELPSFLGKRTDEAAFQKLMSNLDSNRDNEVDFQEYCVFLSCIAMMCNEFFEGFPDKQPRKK
#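 incubation = readout 5 min after mixing, signal stable up to 60 min | system = S100A4 monomer protein | buffer or medium = HEPES pH 7.2 with CaCl2, KCl, NaCl, DTT, Triton | benchmarks = neutral control DMSO, positive control TFP | also added = fluorescent myosin IIA peptide, 5 nM | compound dosing = one concentration per compound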
# ERAP1 HTS inh: ERAP1 (human) enzyme inhibition; recombinant ERAP1, Leu-AMC fluorescence, 60 min; Q9NZ08; 340,000 compounds, 0.15% hits; inhibition, % at 10.7 µM;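 active means mean replicate inhibition of at least 30%, or all replicates individually reaching that 30% level; inactive means mean below 30% and not every replicate reaching it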;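 further: 0% = neutral control wells and 100% = L-leucinethiol positive control wells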
# Target sequence (Q9NZ08 whole entry, looked up): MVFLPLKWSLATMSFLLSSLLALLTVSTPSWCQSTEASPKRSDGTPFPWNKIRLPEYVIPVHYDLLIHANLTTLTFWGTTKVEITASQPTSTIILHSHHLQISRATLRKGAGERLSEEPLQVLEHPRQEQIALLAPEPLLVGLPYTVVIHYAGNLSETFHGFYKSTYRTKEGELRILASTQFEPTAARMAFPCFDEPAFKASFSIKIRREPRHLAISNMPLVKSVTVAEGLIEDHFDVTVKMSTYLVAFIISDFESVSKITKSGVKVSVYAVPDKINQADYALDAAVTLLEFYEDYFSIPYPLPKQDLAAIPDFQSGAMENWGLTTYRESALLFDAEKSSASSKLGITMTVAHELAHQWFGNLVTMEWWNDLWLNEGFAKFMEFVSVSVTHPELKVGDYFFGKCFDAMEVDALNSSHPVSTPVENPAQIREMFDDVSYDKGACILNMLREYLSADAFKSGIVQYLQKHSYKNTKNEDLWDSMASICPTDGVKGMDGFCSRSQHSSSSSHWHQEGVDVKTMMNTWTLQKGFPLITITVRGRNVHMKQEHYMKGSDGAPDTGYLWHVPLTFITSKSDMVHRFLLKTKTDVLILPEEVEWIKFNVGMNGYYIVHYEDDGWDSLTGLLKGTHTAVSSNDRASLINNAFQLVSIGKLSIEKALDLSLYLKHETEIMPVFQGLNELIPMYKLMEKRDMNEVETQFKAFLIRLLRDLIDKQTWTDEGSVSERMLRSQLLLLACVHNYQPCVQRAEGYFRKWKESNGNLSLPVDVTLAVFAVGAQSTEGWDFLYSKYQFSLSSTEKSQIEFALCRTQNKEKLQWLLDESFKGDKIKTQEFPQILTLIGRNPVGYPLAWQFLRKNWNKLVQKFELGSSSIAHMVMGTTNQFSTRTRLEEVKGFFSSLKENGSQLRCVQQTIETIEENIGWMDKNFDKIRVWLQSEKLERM
# PAX8 inh HTS: lowers PAX8-driven luciferase in RMG-I cells | RMG-I TPO-luciferase reporter, SteadyGlo, 24 h | inhibition, % at 12.6 µM | 360,000 compounds, 1.2% hits | AID 652154;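 active means mean replicate inhibition at least 60% with every replicate also reaching 60%; inconclusive means only one of the two criteria is met; inactive means mean below 60% and not all replicates reaching 60%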;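 further: luciferase light reporting Pax8 driven TPO promoter activity; plate controls were median of neutral control wells for no effect and mitoxantrone controls for full effect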
# PglD inh: blocks C. jejuni PglD acetyltransferase activity; AID 602405; 360,000 compounds, 0.098% hits; inhibition, % at 12.5 µM; purified PglD enzyme, DTNB colorimetric CoA detection; in the data active means inhibition above about 16%, passing the limit was not always enough; inconclusive means no clear call, values can overlap the other calls; further: strong numbers were not always called active
# Active calls of the source: *; ? = inconclusive; / = not tested or not shown; & = joins results of further samples.
# The first three records, to show the layout:
SMILES,FN deposit inh,LGR2 inh,EWS-Fli inh,PGC1a acetyl inh,S100A4 inh HTS,ERAP1 HTS inh,PAX8 inh HTS,PglD inh
CNc1nc2ccccc2n1CC(=O)c1ccccc1,-13.1,-32.2,-88.1,4.4,-0.4,-0.2,-116.7,-2.2
CCOC(=O)COc1ccc(S(=O)(=O)c2ccc(OCC(=O)OCC)cc2)cc1,/,-4.8,6.3,1.6,-17.7,-5.5,/,-3.0
O=C(Cc1ccncc1)Nc1ccc2c(c1)[C@H]1C[C@@H](CC(=O)N3CCCCC3)O[C@@H](CO)[C@H]1O2,-1.2,1.8,1.1,-3.5,-1.5,1.7,3.8,0.0

# The list itself, previewed entries included:
SMILES,FN deposit inh,LGR2 inh,EWS-Fli inh,PGC1a acetyl inh,S100A4 inh HTS,ERAP1 HTS inh,PAX8 inh HTS,PglD inh
CNc1nc2ccccc2n1CC(=O)c1ccccc1,-13.1,-32.2,-88.1,4.4,-0.4,-0.2,-116.7,-2.2
CCOC(=O)COc1ccc(S(=O)(=O)c2ccc(OCC(=O)OCC)cc2)cc1,/,-4.8,6.3,1.6,-17.7,-5.5,/,-3.0
O=C(Cc1ccncc1)Nc1ccc2c(c1)[C@H]1C[C@@H](CC(=O)N3CCCCC3)O[C@@H](CO)[C@H]1O2,-1.2,1.8,1.1,-3.5,-1.5,1.7,3.8,0.0
COc1cccc(-c2ccc([C@@H]3[C@H](CO)N(C(=O)C4CC4)C34CN(C(C)=O)C4)cc2)c1,/,6.3,-11.2,-6.2,-1.6,-0.2,-11.3,/
COc1ccc(/C=C2/SC(=O)N(NS(=O)(=O)c3ccccc3)C2=S)cc1OC,/,-8.5,10.6,-5.8,-1.8,5.6,/,1.6
Cc1ccc2c(CC(=O)O)coc2c1,3.5,/,/,0.5,0.8,/,/,8.4
CC(=O)c1ccc(N2CCN(S(=O)(=O)c3c(C)[nH]c(=O)[nH]c3=O)CC2)cc1,-9.2,-5.4,6.9,-1.3,-4.3,0.2,8.1,/
Cc1cc(S(=O)(=O)Nc2ccccc2C)ccc1F,/,-11.7,/,14.4,-0.1,1.7,/,-5.0
CO[C@H]1CN(C)C(=O)c2cc(NC(=O)c3cnccn3)ccc2OC[C@H](C)N(C(=O)C2CC2)C[C@H]1C,-2.0,4.6,-6.9,/,-5.4,-4.5,-7.6,2.4
CCc1cnccc1CCC(=O)Nc1ccccc1C,7.4,2.5,1.6,3.8,-9.2,-2.0,-10.9,5.7
Cc1noc(C)c1NC(=O)N(C)C[C@@H]1Oc2ccc(NC(=O)c3ccncc3)cc2CC(=O)N([C@H](C)CO)C[C@H]1C,-4.2,-9.8,-1.8,11.9,-17.9,-0.3,-29.6,0.0
O=C(Nc1ccc(F)cc1)NC1CCN(Cc2ccccc2)CC1,/,0.3,-6.5,/,-4.8,-2.0,2.5,/
O=[N+]([O-])c1cc([N+](=O)[O-])c(N2CCOCC2)cc1NCc1ccccc1,-0.3,/,/,3.7,/,/,40.7,5.2
Fc1c(F)c(F)c(/C=N/NC(=S)Nc2cccnc2)c(F)c1F,-1.9,-9.7,37.7,-8.0,-6.9,-0.1,27.6,/
CCCn1c(NC(=O)CN2C(=O)NC3(CCCCC3)C2=O)nc2ccccc21,-2.3,-4.6,1.0,/,2.1,-2.5,19.6,/
CCN1[C@@H]2Cn3c(ccc(-c4cccc(F)c4)c3=O)[C@H]1[C@@H](C(=O)N(C)C)[C@@H]2CO,/,21.2,0.1,/,0.7,-0.2,-4.7,-1.4
O=C(Nc1nc2c(s1)CCCC2)c1cc(-c2ccccc2)nc2ccccc12,2.1,-13.7,/,3.4,/,/,-17.4,/
COc1cccc2cc(C(=O)NCCc3ccccc3)c(=O)oc12,-9.5,-99.7,-56.2,0.5,-5.9,-2.9,-19.9,-5.7
Cc1ccccc1CC(=O)N1CCN(S(=O)(=O)c2ccc(Cl)s2)CC1,-2.1,-1.7,7.6,8.6,-6.2,0.4,/,/
CCCC(=O)Nc1ccc2c(c1)C(=O)N(C)C[C@@H](OC)[C@@H](C)CN(Cc1ccncc1)[C@H](C)CO2,13.5,15.6,2.5,9.0,/,/,/,/
O=C(NC[C@H]1N[C@H](CO)[C@@H]1c1ccccc1)C1CCC1,-5.1,-2.8,-3.7,5.2,/,/,-2.7,-0.5
COc1cc(C(=O)Nc2ccc(C)cc2C(NCC(=O)NN)c2ccccc2)cc(OC)c1OC (stereo not given),2.5,-22.8,12.7,-7.0,4.2,-2.0,-2.7,-2.3
C[C@H](CO)N1C[C@H](C)[C@H](CN(C)C(=O)Nc2ccc3c(c2)OCO3)Oc2ncc(C#Cc3ccc(C(F)(F)F)cc3)cc2C1=O,-2.5,13.7,6.5,7.4,16.1,3.7,/,0.0
CC(=O)c1ccc(S(=O)(=O)N2CCN(C(=O)c3ccc(N)c([N+](=O)[O-])c3)CC2)cc1,-8.6,-12.1,-0.2,-6.9,-2.3,1.5,-2.0,1.2
CC(=O)Oc1ccccc1C(=O)Nc1ccccc1C(=O)N1CCCCC1,2.0,-20.0,0.4,-2.8,?,2.9,7.3,6.1
O=C(c1cccc(Br)c1)c1nc2ccccc2[nH]c1=O,3.1,-40.2,-4.1,6.1,-2.5,/,22.0,3.4
C/C=C/c1ccc([C@@H]2[C@H](CO)N(C(=O)CN(C)C)C23CN(C(=O)C2CC2)C3)cc1,0.1,-2.0,-11.9,/,3.5,3.9,/,/
CCn1c(SCC(=O)c2ccc(CNC(C)=O)o2)nnc1-c1cccs1,0.9,/,/,-0.4,/,/,-0.8,8.7
O=C(Nc1nnc(CCN2CCCCC2)s1)c1ccc(Cl)cc1Cl,-0.4,-2.8,3.3,/,-2.2,-0.3,0.4,/
CC(=O)c1sc(-c2cccc(Cl)c2)nc1C,14.8,-39.3,-29.8,/,-2.5,1.0,-20.9,-3.1
COc1ccccc1C(=O)Nc1ccc(Nc2ccccc2)cc1,4.8,/,1.8,3.5,-2.1,/,4.9,1.1
COC(=O)c1cccc(NC(=O)/C=C/c2ccc([N+](=O)[O-])cc2)c1,3.1,0.7,69.8*,/,-2.5,-4.4,-44.2,/
CCOC(=O)c1c(C)[nH]c(C)c1S(=O)(=O)NCCc1ccco1,-16.0,7.8,3.8,/,6.4,1.2,-11.9,-1.8
COc1ccc(C(=O)NCC2(c3ccccc3)CCOCC2)cc1,-4.6,2.9,-14.4,1.9,-0.8,1.7,3.3,-1.1
Cc1c(Cl)cccc1NC(=S)NNS(=O)(=O)c1ccc([N+](=O)[O-])cc1,-0.8,-9.8,6.7,2.4,-6.8,1.2,-5.3,5.2
C[C@H](NC(=O)[C@H](Cc1ccccc1)n1c(=O)[nH]c2ccccc2c1=O)C(=O)N1CCC[C@H]1C(=O)O,/,-21.9,2.4,2.9,1.9,-0.6,/,1.0
C[C@H]1CN([C@@H](C)CO)C(=O)c2cc(NC(=O)Nc3ccc(C(F)(F)F)cc3)ccc2O[C@@H]1CN(C)Cc1ccc(Oc2ccccc2)cc1,/,-2.0,-2.8,2.0,-0.4,-3.4,/,-0.7
CC(=O)N1N=C(c2ccco2)CC1c1ccc(Br)cc1 (stereo not given),4.3,/,-19.6,/,0.0,-3.1,5.1,/
CC(=O)c1cccc(N=Cc2c(O)ccc3ccccc23)c1,3.3,-1.6,19.5,9.3,-5.8,0.0,12.3,-0.1
CNC(=O)C[C@H]1C(=O)N(Cc2ccccc2)C[C@@H]1Cc1ccccc1,6.7,4.3,-2.1,-3.6,5.7,-5.8,11.1,/
C[C@@H]1CN([C@@H](C)CO)C(=O)c2cc(NC(=O)CCN3CCOCC3)ccc2O[C@@H]1CN(C)C(=O)Nc1ccccc1,-26.8,-10.1&1.3,-8.0&0.9,-8.3&10.3,-1.3&-1.2,3.2&-3.8,-24.3,1.6&2.2
COC(=O)c1ccc(C(NC(=O)c2cccnc2)NC(=O)c2cccnc2)cc1,12.9,7.7,-2.0,5.4,-0.1,5.2,12.3,/
COc1ccc(/C(C)=N/Nc2nccnc2Cl)cc1,16.0,-12.4,-65.1,/,6.1,2.6,-58.6,3.0
CCN(CC)CCNC(=O)C1c2ccccc2C(=O)N(CCOC)C1c1ccc(F)cc1 (stereo not given),-4.5,/,/,6.5,/,/,7.0,-0.4
CC(C)C#Cc1ccc([C@H]2[C@@H](C#N)N(C(=O)CN(C)C)[C@H]2CO)cc1,-5.8,-2.7,2.4,-1.1,5.5,-4.4,-12.1,0.5
C[C@@H]1CN([C@@H](C)CO)C(=O)c2cc(C#Cc3ccccc3F)cnc2O[C@@H]1CN(C)C(=O)c1ccc2c(c1)OCO2,8.6,24.2,-3.2,8.6,-10.9,-1.0,/,-1.1
COc1cccc(OC)c1-c1cnc(NC(C)=O)cn1,0.9,0.1,2.9,-3.5,-0.1,2.1,8.9,4.7
COc1ccccc1-c1ccc([C@@H]2C[C@H]3[C@H](CON3C)CN2S(=O)(=O)c2cc(Cl)cc(Cl)c2)cc1,-1.2,-2.2,9.5,/,-8.7,0.2,-7.9,/
NN=C1c2ccccc2-c2ccc(N)cc21,-2.3,3.8,-14.8,-18.7,-1.5,-1.1,4.8,-2.1
Cc1cc(C)cc(NC(=O)Nc2ccc3c(c2)C(=O)N(C)[C@@H]2CC[C@H](CC(=O)O)O[C@H]2CO3)c1,-3.6,14.9,4.4,2.3,/,/,11.8,5.9
C[N+](C)(C)CCOC(=O)CCC(=O)OCC[N+](C)(C)C,0.4&1.6,5.1&6.0,-7.5&-6.5,-0.5,2.7&-1.2,1.1&-0.5,-22.3&-0.4,0.6
O=C(O)CN1C(=O)NC2NC(=O)NC21 (stereo not given),/,6.8,-0.5,1.7,-3.6,-9.4,/,3.4
CCN(CC(=O)Nc1ccccc1OC)C(=O)COc1ccc2ccccc2c1,0.9,-15.4,/,0.6,/,/,0.3,3.8
CCOc1ccc(C2C(C(=O)c3ccc(C)o3)=C(O)C(=O)N2c2cc(C)on2)cc1OC (stereo not given),-0.5,5.8,-4.2,0.7,-3.7,3.2,-12.8,2.6
C/C=C/c1cnc2c(c1)C(=O)N([C@@H](C)CO)C[C@H](C)[C@@H](CN(C)C(=O)NC1CCCC1)O2,/,-6.6,-26.0,-7.9,0.2,1.5,/,0.2
CNCCNC[C@H](Cc1cccc2ccccc12)NCCc1ccccc1,5.4,6.5,-12.7,-11.0,-0.2,0.2,-11.1,-1.2
C[C@H](CO)N1C[C@H](C)[C@@H](CN(C)C(=O)Nc2ccc3c(c2)OCO3)Oc2ccc(NC(=O)Nc3ccc4c(c3)OCO4)cc2C1=O,/,10.0&-12.4,2.4&-8.3,6.4,-4.3&-4.1,-3.4,-8.1&-6.1,-0.5
O=C(C[C@H]1CC[C@@H](NC(=O)Nc2ccccc2F)[C@@H](CO)O1)NCc1ccccc1,/,13.0,0.1,5.9,10.1,-1.7,1.8,1.3
O/N=C1\CCCc2ccc(Cl)cc21,1.2,6.6,-3.9,/,-1.3,-0.3,7.8,/
Cc1cc(/C=N/NC(=O)c2ccc(CN3CCOCC3)cc2)c(C)n1-c1ccccc1,-1.5,-8.9,/,12.8,/,/,/,-1.6
